# Source: PubChem BioAssay (Broad Institute)
# SR-BI DiI inh: blocks mouse SR-BI lipid uptake from DiI-HDL. actives 0.96% (n = 320,000). inhibition, % at 12.5 µM. ldlA[mSR-BI] CHO cells, DiI-HDL uptake fluorescence, 3 h;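 active = mean replicate inhibition of at least 70% and a set share of replicates each scoring 70 or more; inconclusive = meets just one of the two criteria; inactive = fails both criteria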;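 also: 0% = median of neutral control wells and 100% = median of positive control wells; values of inactives mirror those of a sister screen read the other way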
# CAL PDZ FP-1: CAL PDZ (human) peptide binding inhibition. Q9HD26. purified CAL PDZ, TMR-peptide fluorescence polarization, 1 h. inhibition, % at 24.9 µM. actives 0.92% (n = 300,000). AID 602252;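 active = mean inhibition of at least 30% with at least half of replicates also reaching 30%; inconclusive = no clear call, values can overlap the other calls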;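 also: 0% = DMSO neutral control and 100% = excess unlabeled competitor peptide PRC23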
# Rtt109 HAT inh: C. albicans Rtt109 histone acetyltransferase inhibition | Q5AAJ8 | purified Rtt109/Vps75, ThioGlo CoA-SH fluorescence, 4 h | inhibition, % at 34.9 µM | actives 0.16% (n = 330,000) | AID 540336;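 active = inhibition of at least 50% in every replicate; inconclusive = best replicate reaches 50% inhibition but some replicates fall short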
# CAL PDZ FP-2: blocks peptide binding to human CAL PDZ domain; purified CAL PDZ, TMR-peptide fluorescence polarization, 1 h; inhibition, % at 20 µM; actives 0.02% (n = 330,000); AID 504414;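 active = highest replicate inhibition of at least 40%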;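 also: plate controls were DMSO neutral control wells for no effect and unlabeled competitor peptide control wells for full effect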
#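 Material: tagged CAL PDZ domain; buffer or medium: 25 mM sodium phosphate pH 7.4, 150 mM NaCl, TCEP, IgG, Thesit; compound dosing: single point, 20 µM; schedule: 1 h incubation at room temperature before polarization reading; measured by: FP readout, S and P plane fluorescence; read-out basis: percent inhibition from loss of millipolarization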
# dFosB activator: enhances mouse delta FosB homodimer DNA binding; P13346; purified delta FosB, TAMRA-CDK5 oligo fluorescence polarization; percent of positive-control signal above neutral wells; activation, % at 25 µM; actives 0.99% (n = 340,000); AID 493131;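 active = mean activation above about 17%, with every replicate also reaching it, limit read from the data, passing the limit was not always enough; inconclusive = only one of the two conditions met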;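 also: fluorescence polarization rise as delta FosB binds a TAMRA Cdk5 AP-1 oligo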
# PfHsp90 yeast 2: growth inhibition of yeast expressing Plasmodium Hsp90. S. cerevisiae expressing PfHsp90, BacTiter-Glo ATP, 48 h; yeast lacking PDR1 and PDR3 efflux regulators. inhibition, % at 9.4 µM. actives 0.32% (n = 310,000);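 active = every replicate shows inhibition above about 80%, whatever the replicate mean, limit read from the data; inconclusive = mean inhibition reaches the set limit but some replicate falls short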;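 also: 0% = DMSO neutral controls and 100% = 20 µM radicicol positive controls; yeast relying on Plasmodium falciparum Hsp90 in place of its own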
# SR-BI uptake up: enhances SR-BI lipid uptake from DiI-HDL; CHO ldlA[mSR-BI] cells, DiI-HDL uptake fluorescence, 3 h; 100 = double the neutral-control signal; activation, % at 12.5 µM; actives 0.096% (n = 320,000); AID 504775;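 active = mean replicate activation of at least 60% and every replicate at or above 60%; inconclusive = mean or all-replicate condition met, but not both; inactive = mean below 60% and not all replicates reaching 60%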;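 also: 0% = median plate neutral-control signal and 100% = twice that signal; values of inactives mirror those of a sister screen read the other way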
#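 Test system: SR-BI-overexpressing, LDLR-lacking CHO cells. Measured by: DiI fluorescence, bottom read. Medium: Ham's F12 with 0.5% BSA, HEPES 25 mM, pH 7.4. Timing: 3 h uptake period with compound, 37 °C.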
# NSD2 HMT inh: blocks human histone methyltransferase NSD2. O96028. NSD2 peptide methylation, AlphaScreen, 120 min. inhibition, % at 12.5 µM. actives 0.54% (n = 310,000). AID 743445; in the data active = inhibition above about 50%
# Target sequence (O96028 whole entry, looked up): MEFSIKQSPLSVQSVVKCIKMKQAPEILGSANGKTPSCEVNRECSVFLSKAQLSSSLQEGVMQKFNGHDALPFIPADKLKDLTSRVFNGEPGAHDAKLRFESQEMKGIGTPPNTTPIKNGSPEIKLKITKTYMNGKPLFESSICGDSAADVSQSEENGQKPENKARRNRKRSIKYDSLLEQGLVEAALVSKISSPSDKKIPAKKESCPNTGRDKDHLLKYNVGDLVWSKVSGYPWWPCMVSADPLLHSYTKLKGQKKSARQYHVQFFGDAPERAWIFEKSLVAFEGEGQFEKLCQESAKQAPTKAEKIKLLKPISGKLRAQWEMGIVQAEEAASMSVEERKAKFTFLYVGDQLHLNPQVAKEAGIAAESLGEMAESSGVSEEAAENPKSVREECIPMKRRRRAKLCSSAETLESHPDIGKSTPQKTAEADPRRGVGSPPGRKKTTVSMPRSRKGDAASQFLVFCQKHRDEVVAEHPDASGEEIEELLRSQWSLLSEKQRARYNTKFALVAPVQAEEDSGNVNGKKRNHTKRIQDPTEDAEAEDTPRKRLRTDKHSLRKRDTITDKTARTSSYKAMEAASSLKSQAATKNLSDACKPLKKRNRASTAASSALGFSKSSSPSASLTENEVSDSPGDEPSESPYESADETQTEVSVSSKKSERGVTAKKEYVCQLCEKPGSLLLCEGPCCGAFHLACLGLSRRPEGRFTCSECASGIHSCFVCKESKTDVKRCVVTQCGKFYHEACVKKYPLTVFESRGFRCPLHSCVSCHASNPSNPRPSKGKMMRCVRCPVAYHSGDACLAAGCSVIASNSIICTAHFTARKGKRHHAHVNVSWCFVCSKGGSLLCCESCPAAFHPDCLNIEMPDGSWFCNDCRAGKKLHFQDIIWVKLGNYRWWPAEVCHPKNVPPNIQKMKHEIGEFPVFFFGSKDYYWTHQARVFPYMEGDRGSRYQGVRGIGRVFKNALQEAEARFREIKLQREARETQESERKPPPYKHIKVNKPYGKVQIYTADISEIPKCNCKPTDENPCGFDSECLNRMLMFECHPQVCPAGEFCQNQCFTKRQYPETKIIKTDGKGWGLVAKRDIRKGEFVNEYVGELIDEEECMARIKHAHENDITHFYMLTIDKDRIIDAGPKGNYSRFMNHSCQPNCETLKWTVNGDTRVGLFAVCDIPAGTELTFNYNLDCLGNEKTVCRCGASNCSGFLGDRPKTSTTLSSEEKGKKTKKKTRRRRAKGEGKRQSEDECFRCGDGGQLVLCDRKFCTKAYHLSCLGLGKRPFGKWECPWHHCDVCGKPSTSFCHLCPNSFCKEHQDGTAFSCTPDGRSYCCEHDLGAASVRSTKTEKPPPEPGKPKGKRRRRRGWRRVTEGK
# PvdQ inh: P. aeruginosa PvdQ acylase inhibition; purified PvdQ acylase, fluorescence plate reader; inhibition, % at 10 µM; actives 0.063% (n = 340,000); AID 488965; in the data active = inhibition above about 30%, passing the limit was not always enough; inconclusive = no clear call, values can overlap the other calls;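 also: 0% = vehicle neutral wells and 100% = reference inhibitor wells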
# MITF TRPM1 HTS: MITF TRPM1 promoter activation in melanoma cells; SK-MEL-5 TRPM1-promoter luciferase, 24 h; % of positive control, neutral wells = 0; activation, % at 12.5 µM; actives 0.75% (n = 300,000);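 active = mean activation of at least 80% with every replicate also reaching 80%; inconclusive = mean reaches 80% but some replicate falls short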;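 also: 0% = neutral control wells and 100% = parthenolide positive control wells; values of inactives mirror those of a sister screen read the other way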
# * marks the source's active call; other numbers are inactive results; u = inconclusive; x = not tested or not shown.
SMILES,SR-BI DiI inh,CAL PDZ FP-1,Rtt109 HAT inh,CAL PDZ FP-2,dFosB activator,PfHsp90 yeast 2,SR-BI uptake up,NSD2 HMT inh,PvdQ inh,MITF TRPM1 HTS
COC(=O)c1cc(NC(=O)CSc2nncn2C)cc(C(=O)OC)c1,-34,x,0,-3.2,-6,x,34,-1,-15,-18
Nc1ccn([C@@H]2O[C@H](CO)[C@@H](O)[C@@H]2O)c(=O)n1,2,-1,4,0.1,-3,5,12,x,-8,-15
O=S(=O)(c1ccccc1)c1cnc(-c2cccnc2)nc1-c1ccc(Cl)c(Cl)c1,-1,5,-6,-0.6,-4,-22,1,1,-6,5
C[C@@H](NC(=O)[C@@H]1Cc2ccccc2CN1)C(=O)NCc1ccco1,-4,0,6,-2.7,-6,9,4,-5,-18,-4
O=C(Cc1ccccc1)NCC(=O)Nc1ccc(OC(F)(F)F)cc1,-19,0,2,-3.1,-8,5,19,-1,-16,-9
Cn1ccc(NS(=O)(=O)c2cc(Br)ccc2Br)n1,-7,2,-2,-0.6,-9,28,7,0,-15,2
COc1ccc2c(c1)CCCC21NC(=O)N(CC(N)=O)C1=O (stereo unspecified),-28,0,-6,-0.7,7,-45,28,8,-12,6
COCCCNC(=O)Cc1ccc(-n2c(C)nc3cccnc32)cc1,-14,-1,-7,-1.6,-1,12,14,-1,-22,6
Cc1nc2sc(C(c3ccco3)N3CCN(c4ccccc4)CC3)c(O)n2n1 (stereo unspecified),-10,x,3,-1.1,-3,6,10,x,-2,x
Clc1ccc(-c2cn3ccccc3n2)cc1,-1,1,7,-1.5,-6,-5,1,0,7,x
CCn1c(SCC(=O)Nc2ccccc2C(=O)OC)nnc1-c1ccoc1C,2,1,4,-2.4,-5,10,-2,16,-18,-4
COc1ccc(OC)c(N(CC(=O)Nc2ccc(NC(C)=O)cc2)S(C)(=O)=O)c1,6,-4,x,-1.6,0,17,-6,1,-14,-9
COc1ccc(C(=O)NCc2cn3c(C)csc3n2)cc1OC,22,-3,1,-0.2,1,-13,-22,0,15,-8
CC(=O)c1ccc(-c2[nH]c3ccccc3c2CCN2C(=O)c3ccccc3C2=O)cc1,31,-5,-1,0.1,-11,4,-31,x,-9,8
CC1CC(=O)Nc2ccccc2N1S(=O)(=O)c1ccc(C(F)(F)F)cc1 (stereo unspecified),-22,4,3,-0.1,2,2,22,-2,-2,19
COc1ccc(NC(=O)c2ccc(C)o2)c([N+](=O)[O-])c1,-11,-5,3,0.3,-4,-10,11,0,16,u
CC1CCCN(C(=O)COC(=O)Cc2ccc(Cl)cc2)C1 (stereo unspecified),x,x,-1,-0.9,0,32,x,-3,-6,0
O=S(=O)(c1ccc(Cl)c(NC(=S)N/N=C/c2ccc(O)cc2)c1)N1CCOCC1,x,-2,16,0.2,-11,-34,x,1,-10,-1
CC(=O)c1ccc(NC(=O)CN2CCN(c3ccccc3)CC2)cc1,12,-4,2,-0.1,-1,6,-12,-1,-8,x
Cc1cccc(OCC(=O)Nc2nnc(S(=O)(=O)N3CCCCC3)s2)c1,-11,x,2,0.0,-1,-21,11,x,-15,-3
Cc1ccc(NC(=O)CS(=O)(=O)c2cn(C)c3ccccc23)c(C)c1,-2,x,7,-0.4,5,-9,2,x,-15,-12
COc1cc(NC(=O)c2ccccc2C)c(OC)cc1NC(=O)CN1CCOCC1,37,-3,8,0.9,-4,-19,-37,-1,-15,3
COc1ccc(-n2nnc3c(SCC(=O)NCC4CCCO4)ncnc32)cc1 (stereo unspecified),17,-4,-3,-0.8,1,3,-17,1,-8,-15
CC(C)(C)n1nc2c(c1NC(=O)c1ccc(S(=O)(=O)N3CCCC3)cc1)CS(=O)C2 (stereo unspecified),23,-2,x,-1.6,3,12,-23,x,-17,16
COc1ccccc1CCNC(=O)C(=O)Nc1cc2c3c(c1)CC(=O)N3CCC2,24,-1,1,-2.2,-1,1,-24,0,7,3
O=Cc1cn(-c2ccccc2)nc1-c1cc2cc(O)ccc2oc1=O,13,x,11,-2.3,25*,x,-13,-4,-11,-2
CC(NC(=O)Cn1cccc1)c1ccccc1 (stereo unspecified),-8,-6,0,-0.2,-2,-22,8,-1,-14,15
O=C(COC(=O)COc1ccc(Cl)cc1)Nc1ccc(F)c([N+](=O)[O-])c1,-3,0,4,-0.6,-10,4,3,-2,-14,-1
NC(=O)C(c1ccccn1)c1ncc(C(F)(F)F)cc1Cl (stereo unspecified),-13,-1,1,-1.2,-5,-3,13,13,8,5
O=C(COc1ccccc1-c1ccccc1)c1ccccc1,16,-1,6,-2.9,-5,5,-16,-2,-12,-1
COc1ccc(NC(=S)NC(=O)/C=C/c2ccco2)c(OC)c1,9,-1,1,-0.2,-10,4,-9,1,5,2
CC(=O)Nc1cc2c(cc1[N+](=O)[O-])-c1ccc(F)cc1C2,0,0,-4,-0.2,3,-24,0,-1,-14,1
CC1(C)CC(=O)C(C=Nc2cccnc2)=C(O)C1,-21,6,-1,-0.4,1,-27,21,-7,4,1
CN1CCN(c2ccc(NC(=O)N3CCc4ccccc43)cc2)CC1,-11,-5,15,0.6,-6,-2,11,2,11,-60
CC(=O)Nc1ccc(S(=O)(=O)NCC(=O)OCC(=O)NC(=O)C2CCCCC2)cc1,-49,-4,-5,-0.9,2,-14,49,6,3,0
CCOc1ccc(NC(=O)CSc2nc3ccccc3nc2N2CCOCC2)cc1,17,x,-16,-0.6,-9,20,-17,x,-8,4
CCCC(=O)Nc1cccc(NC(=O)CN2CCN(c3ccccc3OC)CC2)c1,47,0,6,-0.7,1,6,-47,-1,-8,-4
O=C(COc1nsnc1N1CCOCC1)Nc1cccc(Cl)c1,12,7,-4,-1.4,-9,12,-12,7,-11,-3
CCOc1ccc(S(=O)(=O)N2c3ccccc3CC2C)cc1 (stereo unspecified),-4,1,6,0.0,-6,3,4,-3,-15,x
COc1cc(/C=N/OCC(=O)NC23CC4CC(CC(C4)C2)C3)ccc1OCc1ccccc1,12,-6,-6,-1.3,0,17,-12,0,7,42

# Single entries from the results shown.
# SR-BI DiI inh, `O=C(COC(=O)COc1ccc(Cl)cc1)Nc1ccc(F)c([N+](=O)[O-])c1` is entered as -3
# MITF TRPM1 HTS, `NC(=O)C(c1ccccn1)c1ncc(C(F)(F)F)cc1Cl` (stereo unspecified) is entered as 5

# New compounds follow.
SMILES,SR-BI DiI inh,CAL PDZ FP-1,Rtt109 HAT inh,CAL PDZ FP-2,dFosB activator,PfHsp90 yeast 2,SR-BI uptake up,NSD2 HMT inh,PvdQ inh,MITF TRPM1 HTS
O=C(CSc1nnc(C2COc3ccccc3O2)o1)NC1CCCCC1 (stereo unspecified),-10,-5,-12,-0.4,-4,-28,10,x,-16,30
CC1CCN(C(=O)c2ccc3c(c2)OCO3)CC1,-6,2,26,-2.0,4,-1,6,2,3,3
Cc1cc(C)n(/N=C/c2cccc([N+](=O)[O-])c2)c(=O)c1,-27,-1,1,1.4,-8,-8,27,0,0,-9
COc1ccc2oc(-c3ccc(NC(=O)c4ccc(N5CCOCC5)c([N+](=O)[O-])c4)cc3)nc2c1,65,0,-6,-3.1,-2,-1,-65,1,-4,-4
CCN(Cc1ccncc1)C(=O)c1ccc(Br)o1,-5,-4,-8,-0.8,1,18,5,1,-14,-5
O=c1c2c3c(sc2n2cnnc2n1CCc1ccccc1)CCCC3,6,x,6,-2.5,-33,x,-6,3,6,4
CCOC(=O)NN1C(=O)c2ccccc2NC1c1ccc(OC)cc1 (stereo unspecified),12,-5,-96,0.8,2,12,-12,-6,-1,2
CCOC(=O)c1c(S(=O)(=O)NCC2CCN(Cc3cccc(F)c3)CC2)c(C)n(C)c1C,11,-1,-5,-2.9,-7,16,-11,7,-21,-7
Cc1cccc(NC(=O)CSCC(=O)N2CCN(c3cccc(C(F)(F)F)c3)CC2)c1,-1,8,-2,-0.5,-20,14,1,-1,-13,1
O=C(c1cnn2c(C(F)F)cc(-c3ccccc3)nc12)N1CCc2ccccc21,50,-2,x,-2.0,-10,5,-50,-2,-8,-2
COc1ccc2nc(NC(=O)CSc3nc4ccccc4o3)sc2c1,11,-2,0,0.4,-15,-22,-11,0,-8,32
Nc1ncnc2c1ncn2[C@@H]1O[C@H](CNCc2ccc(OCC(=O)Nc3ccccn3)cc2)[C@@H](O)[C@H]1O,-13,0,-4,1.1,0,6,13,x,-15,5
NC(=O)c1ccc2nc(NC(=O)c3ccc(N)cc3)sc2c1,18,-13,1,-1.9,-1,15,-18,1,-5,18
COc1ccc(NC(=O)c2ccc3c(=O)n(Cc4ccco4)c(=S)[nH]c3c2)c(OC)c1,42,-10,-9,-1.9,-3,-2,-42,-7,-11,-8
CC(C)(C)[C@@H]1C=C(C(=O)N2CCN(Cc3ccccc3)CC2)O[C@H](OCCCCO)C1,-4,-2,6,-0.5,0,3,4,x,-8,10
Cc1cccc(CC(=O)Nc2ccc(C(=O)N3CCOCC3)cc2)c1,1,-10,-13,3.1,10,-11,-1,4,-20,-2
Cc1cc(C(F)(F)F)nn1CC(=O)N1CCCC1,-26,-3,-15,-0.3,-3,29,26,0,-12,x
COc1ccc(C(=O)Nc2nc3ccc(S(C)(=O)=O)cc3s2)cc1OC,78*,0,-15,x,1,-23,-78,1,-11,-16
COc1ccccc1NC(=O)Nc1ccc2[nH]c(=O)[nH]c2c1,8,5,-1,-1.1,-4,-4,-8,1,-3,-6
O=C(CSc1ccccc1Cl)NC1CCCc2ccccc21 (stereo unspecified),11,-2,-9,-2.2,-3,-22,-11,-1,4,1
Clc1ccc(OCCCN2CCc3ccccc3C2)c(Br)c1,0,-5,-2,-1.1,-2,0,0,-5,-10,-2
CC1CCCN(C(=O)C(Cc2ccccc2)n2cccc2)C1 (stereo unspecified),20,4,4,-0.2,1,-4,-20,x,-1,x
COc1ccc(C(=O)NNC(=O)Nc2ccc(C)cc2)cc1,-2,-8,-14,-0.5,-2,0,2,-2,-2,2
COc1cc(OC)c(C(=O)OCC(=O)N2CC(=O)Nc3ccccc32)cc1OC,-13,-2,0,-1.5,2,4,13,-3,-2,-21
CCOc1ccc2nc(C(=O)N3CCCC(C)C3)sc2c1 (stereo unspecified),-4,-3,-3,-0.9,-10,21,4,-1,-14,71
O=C(c1cnccn1)N1CCN(c2ccccc2)CC1,-21,0,41,-2.9,-1,21,21,-1,11,14
